Screening data: PubChem BioAssay, National Center for Advancing Translational Sciences (NCATS)
EPAC2 antag: qHTS for Antagonist of cAMP-regulated guanine nucleotide exchange factor 2 (EPAC2): primary screen. 0.18% of 360,000 active. Potency, µM (titrated, usually from 114 µM), for inactives: at the top dose activity, negative = inhibition, usual class: inhibitors. EPAC2 GEF exchange of Rap1B-BODIPY-GDP, fluorescence. Rap guanine nucleotide exchange factor 4 (Homo sapiens), Q8WZA2; also: potency is read from the fitted curve at half-maximal effect; % is scaled to controls: 0 for no effect and ±100 for the full control effect; nearly all actives have a fitted effect of over 45% in size; many of its hits are not listed in these tables
DRD3 agonist: qHTS of D3 Dopamine Receptor Agonist: qHTS; D(3) dopamine receptor (Homo sapiens), P35462; D3R DiscoveRx beta-arrestin cells, luminescence, 90 min; 0.58% of 410,000 active; max activation, %; in the data active = max activation above about 30%; also: 0% is about no effect; mostly tested at two doses, the higher about 12 µM
Target sequence (P35462 whole entry, looked up): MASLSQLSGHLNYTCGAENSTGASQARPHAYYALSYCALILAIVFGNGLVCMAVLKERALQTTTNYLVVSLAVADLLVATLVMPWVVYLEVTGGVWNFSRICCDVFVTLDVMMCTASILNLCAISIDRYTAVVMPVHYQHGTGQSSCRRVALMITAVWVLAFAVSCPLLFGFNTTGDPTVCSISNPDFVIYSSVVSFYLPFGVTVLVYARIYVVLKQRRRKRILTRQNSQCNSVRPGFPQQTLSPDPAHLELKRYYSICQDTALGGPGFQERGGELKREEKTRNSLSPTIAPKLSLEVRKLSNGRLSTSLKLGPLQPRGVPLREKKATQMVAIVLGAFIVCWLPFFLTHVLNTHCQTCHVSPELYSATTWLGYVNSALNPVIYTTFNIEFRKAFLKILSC
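Agonist mode: compounds and dopamine controls were applied to plated cells for 90 min at 37 degrees C after an overnight attachment at 1500 cells/well. Luminescent read-out followed 30 - 60 minutes at room temperature with DiscoveRx detection reagent.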
FUS yeast rescue: qHTS for Suppressors of FUS Proteinopathy: Primary screen using FUS-linked yeast assay. S. cerevisiae FUS-expressing, growth rescue, OD600, 24 h. Potency, µM (doses to about 76.6 µM), for inactives: at the top dose growth rescue (activation), usual class: activators. 0.24% of 390,000 active. AID 1347120, 2019;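 also: potency is read from the fitted curve at half-maximal effect; plate controls were DMSO vehicle for no effect and reference control for full effect; nearly all actives have a fitted effect of over 55% in size; some results filed as inactive show a strong effect at the top dose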
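Yeast FUS proteinopathy model; galactose-induced FUS (2%), starting OD 0.005. Cpds in dilution series, 24hr, 30C, 99% humidity. Abs 600 nm growth. Pos ctrl CP55940 (top 92uM final); neg ctrl DMSO.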
TDP43 rescue: qHTS of TDP-43 Inhibitors; Potency, µM (titrated, usually from 46.1 µM), for the others: at the highest dose growth rescue (activation), hits mostly activators; AID 652104, 2013; TDP-43 expressing yeast growth rescue, BacTiter-Glo, 24 h; 1.8% of 410,000 active; also: potency is read from the fitted curve at half-maximal effect; % of control where 0% means no effect; nearly all actives have a fitted effect of over 50% in size
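Yeast cells expressing TDP-43 under galactose induction are exposed to compounds for 24 hr at 30 deg C. BacTiter-Glo luminescence measures growth, so protective compounds score as activators.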
aSyn yeast inh: qHTS of alpha-syn Inhibitors; Yeast expressing alpha-synuclein, growth rescue, BacTiter-Glo, 24 h; 0.14% of 370,000 active; Potency, µM (series often up to 46.1 µM), inactives show at the highest dose growth rescue (activation), hits mostly activators; also: potency is read from the fitted curve at half-maximal effect; % of control where 0% means no effect; nearly all actives have a fitted effect of over 65% in size
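Screening used galactose-induced yeast with toxic alpha-synuclein levels, exposed to compound for 24 hr at 30 deg C. Cell growth, read with BacTiter-Glo luminescence, gave the measured signal.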
Abeta yeast res: qHTS for compounds that reverse cellular toxicity of Amyloid beta (A-beta) peptide in yeast: Primary Screen; 0.063% of 410,000 active; Potency, µM (top dose mostly 46.1 µM), for inactives: at the top dose growth rescue, actives largely listed as activators; AID 1347071, 2019; yeast expressing A-beta42, growth rescue, OD600, 48 h; response scale: 0% DMSO, 100% iron-clioquinol control; also: potency is read from the fitted curve at half-maximal effect; nearly all actives have a fitted effect of over 55% in size
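Yeast A-beta toxicity model in growth medium with pinned compounds, 48 h at 30 C; growth read as absorbance at 600 nm. Normalized to FeCl3/clioquinol equimolar mix (positive) and DMSO (negative).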
D3 antag: qHTS of D3 Dopamine Receptor Antagonist: qHTS; D(3) dopamine receptor (Homo sapiens), P35462; AID 652054, 2013; max response, negative = inhibition, %; D3R cells, DiscoveRx beta-arrestin luminescence, antagonist mode; stronger effect = lower value; 2.5% of 360,000 active; in the data active = max response below about -50%; inconclusive = no clear call, values can overlap the other calls; also: % is scaled to controls: 0 for no effect and ±100 for the full control effect; mostly tested at two doses, the higher about 12 µM
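Cells plated overnight at 1500 cells/well, then exposed to library compounds with dopamine controls for 90 minutes at 37 degrees C. DiscoveRx reagent added for 30–60 minutes at room temperature; luminescence read, quantitative HTS format.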
EPAC2 ag: qHTS for Agonist of cAMP-regulated guanine nucleotide exchange factor 4 (EPAC2): primary screen; Rap guanine nucleotide exchange factor 4 (Homo sapiens), Q8WZA2; EPAC2 activation, biochemical qHTS; response scale: 100% = 6.5 mM cAMP response; Potency, µM (highest dose often 154 µM), for inactives: at the top dose activation, hits mostly activators; 0.079% of 360,000 active; also: potency is read from the fitted curve at half-maximal effect; nearly all actives have a fitted effect of over 50% in size
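qHTS, titration series. 100 nM EPAC2 / 250 nM Rap1B-BODIPY-GDP / 50 uM GDP; RT; ex 480/em 540 nm, 5-min reads to 30 min. Norm. to 6.5 mM cAMP = activation.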
Starred values were filed as active, the others as inactive; ? = inconclusive; / = no result given; [ ] = dose if it differs, or a comment. Unless noted, calls follow the shape of the dose curve; as a rule, active = well fitted curve in the direction sought with a large enough effect; inconclusive = small, poorly fitted or top-dose-only effect, or another doubt; inactive = no such curve, though single readings can be large; an effect the other way counts as inactive or inconclusive.

SMILES	EPAC2 antag	DRD3 agonist	FUS yeast rescue	TDP43 rescue	aSyn yeast inh	Abeta yeast res	D3 antag	EPAC2 ag
CCCC(=O)N1CCN(c2ccc([N+](=O)[O-])cc2Cl)CC1	-9%	2	18%	30%	1%	6%	1	6%
CCOC(=O)C(C)OC(=O)C1=C(C)NC(=O)NC1c1ccc2c(c1)OCO2 (stereo not given)	3%	5	-2%	7%	-4%	16%	5	2%
COc1ccc(OCC(=O)NC2CC(C)(C)NC(C)(C)C2)cc1	6%	-1	0%	-10%	-1%	19%	3	8%
Cc1ccccc1C(=O)Nc1nnc(S(=O)(=O)N2CCc3ccccc32)s1	/	-2	-7%	11%	/	-3%	/	/
O=C(Nc1ccccc1)ON=C1CCCC1	3%	1	/	?	-46%[inhibitor]	-7%	10	5%
O=C(CCC1CCCN(Cc2ccncc2)C1)NCc1ccc(F)c(F)c1 (stereo not given)	-2%	-8	6%	20%	0%	11%	0	-4%
Cc1cc(Br)ccc1NC(=O)c1cnc(N2CCN(c3ccccn3)CC2)c2ccccc12	-1%	-1	39%	4%	-12%	35%	71	10%
O=c1c2cc(Cl)ccc2nc(-c2ccccc2)n1O	-6%	-1	-13%	-31%[inhibitor]	?	-47%[inhibitor]	-16	16%
COc1ccc2c(Cl)c(C(N)=O)sc2c1	-2%	8	/	0%	2%	0%	-1	-1%
COc1cccc2cc(C(=O)N3CCCCC3C)c(=O)oc12 (stereo not given)	7%	-9	-3%	-8%	0%	-11%	11	8%
CN(Cc1nc2ccccc2c(=O)[nH]1)C(=O)c1ccc(NC(=O)CSc2nnnn2C)cc1	0%	0	/	25%	0%	6%	-12	-5%
CC(NC(=O)COC(=O)c1ccccc1Nc1ccccc1)c1ccccc1 (stereo not given)	5%	1	7%	3%	2%	8%	-2	-1%
CCOc1ccccc1C(=O)NC(C)CCc1ccccc1 (stereo not given)	?	0	10%	17%	-44%[inhibitor]	-71%[inhibitor]	6	5%
CCc1ccc(CN(Cc2ccco2)C(=O)c2ccccc2Cl)cc1	/	-17	34%	14%	/	-2%	/	/
COc1ccc(Cn2ccc3nc(C)c(C(=O)Nc4cc(C)cc(C)c4)cc3c2=O)cc1	/	12	28%	15%	/	-19%	/	/
CCOC(=O)N1CCN(C(=O)C2CCN(C(=O)c3ccc([N+](=O)[O-])cc3)CC2)CC1	-3%	6	/	-17%	4%	6%	6	8%
Cc1ccccc1OCCC(=O)OCC(=O)Nc1ccc(N2CCOCC2)cc1	2%	-5	7%	3%	3%	8%	-20	12%
COc1ccc(S(=O)(=O)NCC2CCCN(C(=O)c3cccs3)C2)cc1 (stereo not given)	-15%	5	-22%	-6%	-2%	-4%	8	-7%
COCCNC(=S)NNc1ccccc1[N+](=O)[O-]	-9%	-8	14%	-27%	-8%	7%	-23	3%
OCCN1CCN(c2nc(-c3ccccc3O)nc3ccccc23)CC1	-7%	-16	11%	-23%	-5%	-7%	-1	8%
CCC1(c2ccccc2)SC(N)=NC1=O (stereo not given)	-6%	-3	/	-7%	-4%	-14%	?	-5%
CC(SCc1ccccc1)C(=O)Nc1ccccc1Br (stereo not given)	-20%	-10	7%	0%	14%	13%	7	3%
COc1ccc(CNC(=O)CCCC(=O)Nc2cccc(Br)c2)cc1	3%	-1	2%	8%	2%	14%	0	4%
O=C(NCCN1CCCCC1)c1ccc2c(c1)OCCO2	4%	-20	-11%	-2%	0%	20%	-26	0%[15.6 µM]
COc1ccc(CCNC(=O)CS(=O)(=O)Cc2nc(-c3ccc(C)cc3)oc2C)cc1OC	-1%	-10	24%	-16%	0%	-3%	-10	-9%
O=C(CN1C(=O)NC2(CCCCCC2)C1=O)c1ccc(F)cc1	10%	2	0%	11%	0%	-7%	4	2%
CN(C(=O)c1cc(-c2ccccc2)on1)C1CCCCC1	-3%	-12	6%	13%	1%	-8%	-4	11%
CN1CCc2c(sc3c2c(=O)n(-c2ccccc2)c2nncn32)C1	-4%	5	45%	-11%	-3%	9%	0	9%
NC(=O)[C@H]1CC2(CC(c3cccc(NC(=O)[C@H]4CCC(=O)N4)c3)=NO2)CN1C(=O)c1cc([N+](=O)[O-])cc([N+](=O)[O-])c1 (stereo not given in full)	-6%	16	-2%	0%	-3%	6%	0	7%
O=C(CN1C(=O)C2C3C=CC(C3)C2C1=O)Nc1ccc(S(=O)(=O)N2CCCCC2)cc1 (stereo not given)	-4%	-15	26%	-17%	-6%	9%	3	14%

Single records, as listed above. Screens in order: EPAC2 antag | DRD3 agonist | FUS yeast rescue | TDP43 rescue | aSyn yeast inh | Abeta yeast res | D3 antag | EPAC2 ag
COc1ccc(CCNC(=O)CS(=O)(=O)Cc2nc(-c3ccc(C)cc3)oc2C)cc1OC as listed: -1% | -10 | 24% | -16% | 0% | -3% | -10 | -9%
O=c1c2cc(Cl)ccc2nc(-c2ccccc2)n1O as listed: -6% | -1 | -13% | -31%[inhibitor] | ? | -47%[inhibitor] | -16 | 16%

Additional structures.
SMILES	EPAC2 antag	DRD3 agonist	FUS yeast rescue	TDP43 rescue	aSyn yeast inh	Abeta yeast res	D3 antag	EPAC2 ag
Cc1c(C(=O)Nc2nc3ccccc3[nH]2)oc2c(Cl)cccc12	7%	0	6%	-12%[0.397 µM]	-10%	2%	2	3%
CC/C(Cc1ccccc1)=N/NC(=O)CNC(=O)c1ccc(Cl)cc1Cl	-8%	-4	4%	-10%	-5%	-8%	-9	8%
COc1ccc(C(C(=O)NC2CCCCC2)N(CC2CCCO2)C(=O)C2COc3ccccc3O2)cc1OC (stereo not given)	18%	24	15%	/	/	-13%	2	-13%
COc1ccc(CN(C(=O)/C=C/c2ccccc2Cl)C2CCS(=O)(=O)C2)cc1 (stereo not given)	-5%	7	37%	1%	5%	9%	4	15%
CCN(c1ccc(NC(=O)COC(=O)c2ccc([N+](=O)[O-])o2)cc1)C(C)C	-5%	-26	/	-16%	-9%	-12%	-6	-6%
CCn1cc(C(=O)N(C)Cc2ccccc2)c(=O)c2cc(S(=O)(=O)N3CCCCC3)ccc21	/	-11	28%	9%	/	-10%	/	/
CCOC(=O)CSc1nnc(CNC(=O)Cc2ccccc2)n1-c1ccccc1OC	-4%	-30	13%	-19%	-2%	0%	-12	7%
COc1ccc(N(CC(=O)NC2CCCC2)C(=O)CCC(=O)Nc2cc(C)on2)c(OC)c1	3%	2	3%	10%	1%	-17%	14	1%
Cc1ccc(NC(=O)NC(=O)N(C(C)C)S(C)(=O)=O)nc1	-1%	4	/	-1%	-7%	-11%	8	8%
O=C(CN1CCN(c2ccc(F)cc2)CC1)N1CCC(Cc2ccccc2)CC1	-2%	-20	2%	-12%	6%	10%	-28	7%
Cc1ccc2c(CNCc3ccccc3)cc(=O)oc2c1	-15%	-2	16%	?	8%	19%	-20	10%
Cc1nnc(C)c2c(C)n(-c3ccc4ncccc4c3)c(C)c12	2%	-7	21%	-8%	-1%	-5%	5	-4%
CCOC(=O)c1c(C)nc(-c2ccccc2)nc1NC(=O)C(C)C	-7%	0	9%	-1%	0%	-6%	3	0%
CC(C)Cc1nc2ccccc2[nH]1	13%	-17	17%	0%	-1%	-11%	5	3%
COc1ccc(-n2c(Cc3cc(=O)[nH]c(=O)[nH]3)nnc2SCC(=O)Nc2ccccc2)cc1	1%	6	-4%	-7%	0%	14%	18	3%
O=C(CNC(=O)c1ccccc1F)NC1=NCCS1	6%	6	8%	12%	-3%	11%	0	12%
CCCNC(=O)C1(C)CCCN(Cc2ccc(C(F)(F)F)cc2)C1 (stereo not given)	1%	7	-20%	20%	0%	-3%	8	-1%
CC1CCCN(C(=O)Cn2nnc(-c3ccc(N(C)C)cc3)n2)C1 (stereo not given)	6%	1	12%	19%	11%	5%	0	-5%
Cc1cc(C)nc(SCC(=O)Nc2ccnc3ccccc23)n1	36%	3	15%	-36%[inhibitor]	-1%	-22%	-12	2%
CCOc1cc(/C=C2/C(=O)ON=C2C)ccc1OCc1ccccc1	-7%	12	1%	-9%[9.22 µM]	-8%	17%	-15	3%
O=C(NCc1ccccc1)C(C1CC1)n1c(Cc2cc(F)cc(F)c2)nc2ccccc21 (stereo not given)	-10%	2	38%	21%	-9%	-3%	2	8%
c1ccc(-c2noc(-c3ccco3)n2)nc1	9%	-2	-28%	-14%	-6%	-3%	-16	0%
Cc1nnc(NC(=O)c2cccc(S(=O)(=O)N3CCCC3)c2)s1	2%	-1	8%	0%	-2%	-9%	-3	10%
Cc1nc2c(C)cccc2cc1C(=O)N/N=C/c1ccc(O)cc1	-10%	-3	46%	-15%	-7%	-1%	-6	15%
O=C1CCC/C=C\C[C@@H](CC(=O)N(CCO)Cc2ccccc2)C(=O)N2CCC[C@H]2CO1	-1%	-11	4%	-10%	-11%	-12%	?	1%
CCN1C(=O)C(CC(=O)Nc2ccc(C)cc2C)Nc2cc(S(=O)(=O)N(C)C)ccc21 (stereo not given)	3%	1	14%	17%	1%	2%	13	4%
CCC(CO)NC(=O)c1cc2c(s1)CCC2 (stereo not given)	-4%	0	13%	9%	1%	7%	10	4%
CC(C)(C)NC(=O)COC(=O)c1ccc(Cl)c(S(N)(=O)=O)c1	18%	3	-2%	5%	4%	-12%	-1	-9%
Cc1cc(C)cc(N(CC(=O)Nc2ccc(-c3nc4ccc(C)cc4s3)cc2)S(C)(=O)=O)c1	-1%	-3	15%	0%	-6%	1%	-30	4%
Cc1nnc(SCCN2C(=O)c3ccccc3C2=O)nc1C	5%	-7	-9%	25%	-17%	-11%	-10	0%
Cc1cccc(C(=O)Nc2ccc3nc(SCCOc4ccccc4)sc3c2)c1	/	-4	2%	4%	/	-17%	/	/
COc1ccc(N2CC(C(=O)Nc3nnc(Cc4ccccc4)s3)CC2=O)cc1 (stereo not given)	-15%	0	3%	5%	0%	7%	-1	4%

Only part of the results is shown. The share of hits here may be higher or lower than overall.
